Screens from PubChem BioAssay.
AID inh = activation induced cytidine deaminase inhibition. Q9GZX7. 91,000 tested, 0.32% active. AID deamination FRET fluorescence, UDG-coupled, 4 h. Potency, µM (top dose mostly 115 µM), inactives show at the top dose activity change, negative = inhibition, actives largely listed as inhibitors; also: nearly all actives have a fitted effect of over 25% in size
Target sequence (Q9GZX7 whole entry, looked up): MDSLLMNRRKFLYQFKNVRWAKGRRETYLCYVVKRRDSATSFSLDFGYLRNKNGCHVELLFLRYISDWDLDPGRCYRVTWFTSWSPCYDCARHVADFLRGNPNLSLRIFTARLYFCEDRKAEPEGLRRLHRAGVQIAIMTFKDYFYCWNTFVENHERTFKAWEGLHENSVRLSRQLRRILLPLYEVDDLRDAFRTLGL
UDG counterscr = blocks uracil-DNA glycosylase in AID counter-screen; FRET deamination/UDG coupled assay, UDG read, 4 h; Potency, µM (highest dose often 115 µM), without a hit: top-dose activity change, negative = inhibition, most hits filed as inhibitors; 91,000 tested, 0.14% active; AID 1347430; also: nearly all actives have a fitted effect of over 65% in size
Active calls of the source: *; ? = inconclusive; & = joins results of further samples; [ ] = another dose, or the depositor's remark. Calls follow the shape of the dose curve; as a rule, active = well fitted curve in the direction sought with a large enough effect; inconclusive = small, poorly fitted or top-dose-only effect, or another doubt; inactive = no such curve, though single readings can be large; an effect the other way counts as inactive or inconclusive. % is scaled to controls: 0 for no effect and ±100 for the full control effect; potency is read from the fitted curve at half-maximal effect. A portion of the library; rates above refer to the full screens.

SMILES	AID inh	UDG counterscr
O=C(CCN1CCCCC1)Nc1c(-c2ccccc2)c2cc(Br)ccc2[nH]c1=O	-4%	-2%
COc1cccc(CN2CCc3ccccc3C2)c1OC	1%	-3%
COc1ccc(Cn2c(C(=O)O)c(CNC3CCCC3)c3ccc(OC)cc32)cc1	-16%	-6%
O=C(COc1ccccc1)Nc1ccc(OCc2cc(=O)n3ccsc3n2)cc1	0%	5%
O=C(CCCn1c(=O)c2sccc2n(Cc2ccc(Cl)cc2)c1=O)NCc1ccc2c(c1)OCO2	6%	0%
c1ccc(Nc2nc(NCc3ccco3)c3ccccc3n2)cc1	-9%	2%
CC(=O)Nc1cccc(NC(=O)CSc2cn(CC(=O)N3CCCC3)c3ccccc23)c1	199%[activator]	-2%
Cc1ccc(CNC(=O)CN2C(=O)C3(SCC(=O)N3c3ccc(F)c(F)c3)c3ccccc32)cc1 (stereo not drawn)	5%	8%
COc1ccc(NC(=O)Cn2nc(C)c3c(C)n(-c4ccccc4)nc3c2=O)cc1OC	2%	-10%
COc1ccc(N2CCN(c3cc(C)nc4nncn34)CC2)cc1	4%	0%
COc1ccc(OC)c(CNc2nc3ccc(C)cc3n3nnnc23)c1	11%	4%[57.5 µM]
COCc1cccc(C(=O)NCc2ccc(C)cc2)c1	-5%	3%
COc1ccc(Cl)cc1C(=O)Nc1sc2c(c1C(=O)OC(C)C)CCCC2	29%[57.5 µM]	1%[57.5 µM]
CCOC(=O)c1noc2ncn(CC(=O)Nc3cccc(C(F)(F)F)c3)c(=O)c12	2%	-14%
O=C(Nc1ccon1)c1sc2cccc(Br)c2c1Cl	-2%	-1%
COc1cccc(/C=C(/C#N)c2ccc(Br)cc2)c1	-1%	-1%
CCCCCn1c(=O)[nH]c2cc(C(=O)Nc3ccc(F)c(F)c3)ccc2c1=O	7%	-4%
CCOC(=O)N1CCN(Cc2nc3cc(NC(=O)c4ccccc4Cl)ccc3n2C(C)C)CC1	?	-11%
CCC(Sc1nc2c(sc3ccccc32)c(=O)n1CCc1ccc(OC)c(OC)c1)C(=O)N(CC)CC (stereo not drawn)	32µM*	-18%
O=C(NCCCCc1ccccc1)c1ccncc1	-1%	-14%
CCOc1ccc(C(=O)NCc2ccc3c(c2)CCN3C(=O)c2ccc(C)cc2)cc1OCC	17%	-8%
Cn1ccn(C(F)(F)C(F)Cl)c1=S (stereo not drawn)	-6%	2%
CC(C)(C)C(=O)Nc1ccc(NC(=O)c2ccc3nc[nH]c3c2)cc1	88%[activator]	3%
COc1ccc(N(C)C(=O)Cn2cnc3sc(C)c(S(=O)(=O)N4CCN(c5ncccn5)CC4)c3c2=O)cc1	28%	-2%
N#Cc1c(C(F)(F)F)cc(-c2ccccc2)nc1SCCc1ccccc1	-8%	-8%
Cc1ccc(/C=C/c2onc(C)c2S(=O)(=O)N2CCC(C(=O)Nc3cc(C)ccc3C)CC2)cc1	8%	1%
Cc1ccccc1N1CC(c2nc3ccccc3n2Cc2ccc(Br)cc2)CC1=O (stereo not drawn)	?	?
Cc1ccsc1CN(Cc1ccco1)c1cnc(S(C)(=O)=O)nc1C(=O)Nc1ccc(Cl)cc1	?	-14%
CCc1ccc(NC(=O)Nc2nnc(N(C)C3CCCCC3)s2)cc1	-2%	-1%
Cc1ccc(-c2n[nH]c(=O)c3ccccc23)cc1S(=O)(=O)NC(C)(C)C	2%	6%
CCOC(=O)c1c(NC(=O)COc2ccc(OC)cc2)sc(C(=O)N(CC)CC)c1C	-20%	1%
Cc1ccccc1OCC(=O)Nc1cc(-c2cccc(Br)c2)nn1-c1ccccc1	-4%	?
Cc1ccc(C)c(Cn2nnc(C(=O)NCc3ccccc3)c2N)c1	23%[57.5 µM]	-3%[57.5 µM]
COCCn1c(C)cc(C(=O)C(=O)Nc2nnc(COc3cc(C)cc(C)c3)s2)c1C	6%	11%
CCC(=O)Nc1ccc2nc(-c3ccccc3C)oc2c1	-8%	?
COc1ccc(OC)c2sc(NC(=O)c3ccc(S(=O)(=O)N4CCCC4)cc3)nc12	-3%	-1%
NCC(c1ccccc1)c1ccccc1	2%	2%
CC1(C)Cc2ccccc2/C(=C/C(=O)Nc2ccc(Cl)cc2Cl)N1	-4%	-8%
O=C(NCc1cccnc1)c1nn(-c2ccc(F)cc2)nc1CO	-8%	-8%[57.5 µM]
CC(C)Oc1ccc(CNC(=O)c2ccc(CS(=O)c3cccc(Cl)c3)o2)cc1 (stereo not drawn)	-6%	7%
Cc1ccccc1-c1nc(S(=O)(=O)c2ccc3c(c2)OCCO3)c(N2CCN(C)CC2)o1	-17%	-1%
O=C(Nc1cccc(N2CCCC2=O)c1)C1CCN(S(=O)(=O)c2cc(Cl)ccc2Cl)CC1	-9%	-8%
O=C(CCC1CCCC1)N1CCc2c([nH]c3ccccc23)C1c1ccc(F)cc1 (stereo not drawn)	?	-13%[57.5 µM]
CCCc1noc(C(C)N2CCC(c3nc4cc(Cl)ccc4o3)CC2)n1 (stereo not drawn)	-2%	-1%
Cc1ccc(C(C)C)c(OCC(=O)Nc2ccc(C(=O)OC3CCCCC3)cc2)c1	?	?
N#Cc1ccc(COC(=O)c2cccnc2N2CCOCC2)cc1	1%	0%
CC(=O)c1cccc(NC(=O)C2CCN(C(=O)c3cnn(-c4ccccc4)c3-n3cccc3)CC2)c1	-22%	-8%
Cc1ccc(/C=N/NC(=O)c2ccc(-c3ccccc3)cc2)s1	-9%	-15%
COc1cccc(N2C(=O)CN(C3CCCCC3)[C@H]3CS(=O)(=O)C[C@H]32)c1	7%	2%
CCOC(=O)c1noc2ncn(Cc3ccc([N+](=O)[O-])cc3)c(=O)c12	42%[activator]	4%

New compounds follow.
SMILES	AID inh	UDG counterscr
Cc1ccc2nc(N3CCC(C(=O)NCc4ccc(F)cc4)CC3)[nH]c2c1	7%	29%
CN(C)c1ccc(CNC(=O)CCC(=O)N2Cc3ccccc3Oc3ncccc32)cc1	11%	-3%
Cc1nc(-n2nc(C)c(CCC(C)C)c2C)sc1C(=O)Nc1cccc(Cl)c1	?	-28%
O=C(O)/C=C/c1ccc(-c2ccc(Br)cc2Cl)o1	-28%	-4%
COc1ccc(CCNC(=O)Cn2c(=O)c3cccn3c3ccccc32)cc1OC	1%	0%[57.5 µM]
CCCCn1c(=O)[nH]c(=O)c2c1ncn2CCC(C)C	-4%	-1%
Cc1ccc(SC(C)C(=O)Nc2c(C)cccc2C)cc1 (stereo not drawn)	1%	7%
COc1ccc(-c2noc(Cn3c(=O)c4ccccc4n(CC(=O)NCc4ccccc4)c3=O)n2)cc1	-14%	10%
COC(=O)c1cc(NC(=O)CC2C(=O)OCCN2Cc2ccccc2)cc(C(=O)OC)c1 (stereo not drawn)	-6%[57.5 µM]	-4%[57.5 µM]
O=C(O)c1cccc(S(=O)(=O)NCc2ccco2)c1	-1%	-5%
Cn1c(C(=O)N2CCC(C(=O)NCCc3ccc(S(N)(=O)=O)cc3)CC2)cc2sccc21	-16%	11%
CC(=O)c1cccc(NC(=O)c2nc3ccccc3nc2N2CCCCC2)c1	0%	-5%
O=C(O)c1cccc(OCc2nnnn2-c2ccc(Br)cc2)c1	0%	5%
O=C(NCc1ccncc1)c1cc2cc(Cl)ccc2[nH]1	10%	13%
Cc1c(NC(=O)c2ccc(N3CCC(C)CC3)c([N+](=O)[O-])c2)cccc1-c1nc2ccccc2o1	-1%	-10%
COc1cccc(C(=O)OCC(=O)c2ccc(OC(=O)c3ccco3)cc2)c1	-2%	6%
CCC(O)c1nc2ccccc2n1CCOc1cc(C)cc(C)c1 (stereo not drawn)	8%	-12%
Cc1c(C#N)oc2ccccc12	7%	7%
COc1ccc(S(=O)(=O)N2CCC(C(=O)NC(C)c3ccccc3)CC2)cc1 (stereo not drawn)	-15%	-9%
CC(=O)N1CCOc2cc(S(=O)(=O)Nc3c(C)cccc3C(C)C)c(Cl)cc21	7%	0%
CCOC(=O)c1c(C)oc2nc(C)nc(NCCCN3CCN(c4ccccc4OC)CC3)c12	-23%	-10%
CCc1ccc(C(=O)c2cn(CC(=O)Nc3ccc4c(c3)OCO4)c3cc(OC)c(OC)cc3c2=O)cc1	?	3%
CCOc1ccc2nc(N(Cc3cccnc3)C(=O)c3cccs3)sc2c1	-15%	0%
Cc1sc2ncn(CC(=O)N(C)c3ccc(Br)cc3)c(=O)c2c1S(=O)(=O)N1CCC(C)CC1	?	-13%
CC(=O)c1cc2c(cc1NC(=O)CSc1nnc(C3CC3)n1C1CC1)OCO2	-10%	10%
Cc1cc(C)cc(NC(=O)CSCn2nnc3c(=O)[nH]c(Cc4ccc(F)cc4)nc32)c1	-7%&-6%	2%&3%
CN(Cc1ccccc1)S(=O)(=O)c1ccc(F)c(C(=O)Nc2ccccc2C(F)(F)F)c1	3%	11%
CCCCCOc1ccc(C(=O)CCC(=O)O)cc1	-2%	-3%
CCn1cc(S(=O)(=O)c2ccc(C)cc2C)c(=O)c2cc(F)c(N3CCCCC3)cc21	?	?
CCc1cc(CC)n(-c2nc3c(c(=O)n(CCN4CCCCC4)c(=O)n3C)n2CC)n1	-4%	2%
Cc1cc(C)cc(OCC(=O)NCC2(N(C)C)CCCCC2)c1	-17%	2%
COc1ccc(NC(=O)C2CCCN(c3cnccn3)C2)c(OC)c1 (stereo not drawn)	2%	7%[57.5 µM]
CCN(CC)c1ccc(NC(=O)C2CCN(S(=O)(=O)c3c(C)noc3/C=C/c3ccccc3F)CC2)c(C)c1	7%	-12%
Cc1ccc2nc(-c3ccc(NC(=O)COc4ccc(Cl)c(C)c4)cc3)sc2c1	2%	4%[57.5 µM]
Cc1cccc(OCC(=O)OCc2cc(=O)n3nc(-c4cccs4)sc3n2)c1	24%	-2%
CC(Sc1cn(CCNC(=O)c2ccccc2F)c2ccccc12)c1ccccc1 (stereo not drawn)	?	-13%
O=C(NCc1cccs1)C1(c2cccc(C(F)(F)F)c2)CCOCC1	0%	-8%
NC(=O)c1ccc(CN(CCc2cccs2)Cc2cccs2)cc1	-17%	-7%
Cc1ccc(N2C(=O)c3ccccc3NC23CCSC3)cc1 (stereo not drawn)	-18%	-8%
COc1cccc(C2=NS(=O)(=O)N(C)C(C(=O)Nc3ccccc3SC)=C2)c1	-1%	-22%
CCCCCCCCC(=O)Nc1c(C)cccc1CC	-5%	-14%
COc1ccccc1-c1cc2nc(C)c(CCC(=O)NCCc3ccc(SC)cc3)c(C)n2n1	-7%	-4%
COC(=O)c1ccoc1COC(=O)CCc1ccc(-c2ccccc2)o1	-4%	-17%
CCOc1ccc(CCNC(=O)C2CCCN(S(=O)(=O)N(C)c3ccc(F)cc3)C2)cc1 (stereo not drawn)	-5%	-13%
O=C(/C=C/c1cccc2ccccc12)NC1CCCC1	-1%	-4%
Oc1ccc(/C=C/c2nc3c(ccc4ccccc43)s2)cc1	14%	6%
COc1ccc(-c2onc(C)c2C)cc1S(=O)(=O)N1CCc2ccccc21	1%	-16%
COc1cccc(CNC(=O)C2CCC(CNS(=O)(=O)c3cccs3)CC2)c1 (stereo not drawn)	36%[activator]	-5%[57.5 µM]
COc1ccc(Cl)cc1NC(=O)c1nc(S(C)(=O)=O)ncc1N(Cc1ccc(C)cc1)Cc1ccco1	1%	-8%
Cc1ccc(-n2c(SCC(=O)N3CCC(C)CC3)nc3c([nH]c4ccccc43)c2=O)cc1	-27%	-1%[57.5 µM]
N#Cc1c(NC(=O)CSc2nc3ccc(Cl)cc3[nH]2)sc2c1CCC2	-5%	4%
Cc1oc(-c2ccccc2F)nc1Cn1c(SCc2cccc(Cl)c2)nc2ccncc21	?	-13%
Cc1ccc([N+](=O)[O-])cc1S(=O)(=O)N1CCn2cccc2C1c1ccc(F)c(F)c1 (stereo not drawn)	?	-21%[57.5 µM]

Compounds shown so far that contain an NH in an aromatic ring:
SMILES	AID inh	UDG counterscr
O=C(CCN1CCCCC1)Nc1c(-c2ccccc2)c2cc(Br)ccc2[nH]c1=O	-4%	-2%
CCCCCn1c(=O)[nH]c2cc(C(=O)Nc3ccc(F)c(F)c3)ccc2c1=O	7%	-4%
CC(C)(C)C(=O)Nc1ccc(NC(=O)c2ccc3nc[nH]c3c2)cc1	88%[activator]	3%
Cc1ccc(-c2n[nH]c(=O)c3ccccc23)cc1S(=O)(=O)NC(C)(C)C	2%	6%
O=C(CCC1CCCC1)N1CCc2c([nH]c3ccccc23)C1c1ccc(F)cc1 (stereo not drawn)	?	-13%[57.5 µM]
Cc1ccc2nc(N3CCC(C(=O)NCc4ccc(F)cc4)CC3)[nH]c2c1	7%	29%
CCCCn1c(=O)[nH]c(=O)c2c1ncn2CCC(C)C	-4%	-1%
O=C(NCc1ccncc1)c1cc2cc(Cl)ccc2[nH]1	10%	13%
Cc1cc(C)cc(NC(=O)CSCn2nnc3c(=O)[nH]c(Cc4ccc(F)cc4)nc32)c1	-7%&-6%	2%&3%
Cc1ccc(-n2c(SCC(=O)N3CCC(C)CC3)nc3c([nH]c4ccccc43)c2=O)cc1	-27%	-1%[57.5 µM]
N#Cc1c(NC(=O)CSc2nc3ccc(Cl)cc3[nH]2)sc2c1CCC2	-5%	4%
